Myeloid diff 2 – compounds promoting myeloid differentiation | ER-HoxA9 myeloid progenitors, lysozyme-GFP differentiation, flow cytometry | calls only at 10 µM | hit rate 1% among 360,000 | AID 624256;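 active means normalized GFP-positive differentiation at or above the plate's own cutoff, the solvent-only control mean plus 3 SD; inconclusive means no clear call, values can overlap the other calls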;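 further: cells exposed to compound for four days before flow analysis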
Myeloid diff 2 GFP+ MAC1+ % – also measured in Myeloid diff 2; calls as there; GFP+ MAC1+ double positive, %; measured here: differentiation confirmed by MAC1 staining
An asterisk follows results filed as active; i = inactive; ? = inconclusive; · = no result given; + = active, no number. These rows are one share of the data; count on the stated rates, not on these rows.

The opening four compounds, ahead of the listing:
Molecule	Myeloid diff 2	Myeloid diff 2 GFP+ MAC1+ %
COc1ccc(-c2cc3nc(NCCCN(C)C)n(C)c(=O)c3s2)cc1OC	i	1.0
CCOC(=O)c1cc(OC)c2cccc(CN3CCC(C)(C(=O)NCCOC)C3)c2c1 (stereo not given)	i	1.0
C#CCn1cc2c(c1-c1ccccc1)c(=O)n(C)c(=O)n2C	i	0.7
c1ccc2c(c1)oc1c(-c3ccc4nccn4c3)cccc12	i	0.5

Results, repeating the preview:
Molecule	Myeloid diff 2	Myeloid diff 2 GFP+ MAC1+ %
COc1ccc(-c2cc3nc(NCCCN(C)C)n(C)c(=O)c3s2)cc1OC	i	1.0
CCOC(=O)c1cc(OC)c2cccc(CN3CCC(C)(C(=O)NCCOC)C3)c2c1 (stereo not given)	i	1.0
C#CCn1cc2c(c1-c1ccccc1)c(=O)n(C)c(=O)n2C	i	0.7
c1ccc2c(c1)oc1c(-c3ccc4nccn4c3)cccc12	i	0.5
Cc1cccc(NC(=O)COC(=O)c2c(-c3ccccc3)noc2C)c1	i	1.1
c1ccc2c(-c3cccc4nccn34)cncc2c1	i	2.0
CCN(CC)C(=O)[C@H]1C[C@H](CC(=O)NCCC2=CCCCC2)C(=O)N2CCc3c([nH]c4ccc(Cl)cc34)[C@]12C	i	1.0
CN1CCN(c2ccc(S(=O)(=O)N3CCOCC3)cc2NC(=O)C2CCCCC2)CC1	i	1.5
C#CCOCCOCCOCCNc1nc(N2CCOCC2)nc(N2CCN(C(=O)[C@H](CCCCN)n3cc(CCC(=O)O)nn3)CC2)n1	i	0.9
Cc1noc(C)c1NC(=O)Nc1ccc2c(c1)CC(=O)N([C@H](C)CO)C[C@@H](C)[C@H](CN(C)CC1CCCCC1)O2	i	1.6
COc1ccc(/C=C/C(=O)OCC(=O)NC2CC2)c(OC)c1	i	0.9
C[C@@H]1CNC(=O)c2c(C(=O)NCC(=O)OC(C)(C)C)ncn21	i	0.9
O=C(COC(=O)c1ccc(S(=O)(=O)N2CCOCC2)cc1)NCc1ccco1	i	1.5
O=C(NCCCN1CCCC1)c1ccc2c(c1)N(Cc1cccc(Cl)c1)C(=O)c1ccccc1S2(=O)=O	i	1.4
COCc1c(C(=O)Nc2cccc(S(=O)(=O)N3CCCCC3)c2)oc2ccccc12	i	0.8
CCC(C)N(C(=O)CSc1nc(-c2cccs2)nc2ccccc12)C1CCS(=O)(=O)C1 (stereo not given)	i	0.4
CCCCNC(=O)OC1CC2CC1[C@H]1CCCCN1C2=O (stereo not given in full)	i	0.8
O=[N+]([O-])c1cccc(S(=O)(=O)Nc2ccc3cn[nH]c3c2)c1	i	1.2
CN(C(=O)c1cccc(NC(=O)Cc2cccc(NC(=O)C3CCN(C(=O)c4ccccc4)CC3)c2)c1)C1CCCC1	i	0.9
CCCS(=O)(=O)NC(=O)C1(C)CCN(C(=O)c2cccc(OC(F)(F)F)c2)C1 (stereo not given)	i	0.4
COc1cc(-c2cc(C(=O)OCC(=O)NC3CC3)c3ccccc3n2)cc(OC)c1OC	i	0.8
COc1ccccc1NC(=O)COC(=O)c1ccc2c(=O)n3c(nc2c1)CCC3	i	0.4
CCCCn1cnc2c(SCCc3ccccc3)nc(N)nc21	i	1.0
Cc1ccc(N2CC(O)CSC2=Nc2ccccc2)cc1 (stereo not given)	i	0.4
CCC(CO)Oc1cc(NCc2ccc(F)cc2)c2ncn(C(C)C)c2c1 (stereo not given)	i	0.7
CCN(C(=O)c1ccc(=O)n(C)n1)c1c(N)n(Cc2ccccc2)c(=O)[nH]c1=O	i	1.0
C[C@@H]1CN([C@@H](C)CO)S(=O)(=O)c2ccc(-c3ccc(C(=O)N(C)C)cc3)cc2O[C@@H]1CN(C)Cc1ccccc1C(=O)O	i	1.0
O=C(Nc1ccc2c(c1)OCO2)c1ccc2sc([C@H]3C[C@H](O)[C@@H](CO)O3)nc2c1	i	0.4
CN(C(=O)c1cc2ccccc2o1)c1c(N)n(Cc2ccccc2)c(=O)[nH]c1=O	i	1.2
COc1cc(CN2C(=O)C(C)ON=C2c2ccccc2F)cc(OC)c1 (stereo not given)	i	2.4

Single records (already shown). Order of values: Myeloid diff 2	Myeloid diff 2 GFP+ MAC1+ %
COc1ccccc1NC(=O)COC(=O)c1ccc2c(=O)n3c(nc2c1)CCC3 as listed: i	0.4
COc1cc(-c2cc(C(=O)OCC(=O)NC3CC3)c3ccccc3n2)cc(OC)c1OC as listed: i	0.8
COc1cc(CN2C(=O)C(C)ON=C2c2ccccc2F)cc(OC)c1 (stereo not given) as listed: i	2.4
Cc1ccc(N2CC(O)CSC2=Nc2ccccc2)cc1 (stereo not given) as listed: i	0.4

Following part:
Molecule	Myeloid diff 2	Myeloid diff 2 GFP+ MAC1+ %
Cc1cc(=O)c2ccc(NC(=O)c3ccccc3)cc2[nH]1	i	0.9
O=c1[nH][nH]c(-c2ccccc2)c1-c1ccccc1	i	0.4
Cc1ccc(C(O)c2ncc(-c3ccc(C(F)(F)F)cc3)[nH]2)cc1F (stereo not given)	i	0.6
COc1ccc(OC)c(NC(=O)Nc2nc(C(N)c3ccccc3Cl)cs2)c1 (stereo not given)	i	0.5
O=C1NC[C@@H](CCCCN2C[C@H](Cc3ccc(O)cc3)N(CCc3ccccc3)C(=O)C2=O)N(CCc2ccc(O)cc2)C1=O	i	0.9
CC1(C(=O)NS(=O)(=O)c2ccc(C#N)cc2)CCN1C(=O)c1cccc(F)c1 (stereo not given)	i	1.0
CCCCCCCCN1C(=O)[C@H](CC(=O)N2CCCCC2)C[C@@]2(C(=O)OC)CCCCC=C12	i	1.4
COc1ccc(C=C(C#N)c2ccc(OC)cc2)cc1	i	1.4
Cc1cccc(NC(=O)CN2CCN(CC(=O)NCC3(N4CCCCC4)CCCCC3)CC2)c1C	i	0.3
C[C@]12c3[nH]c4ccccc4c3CCN1C(=O)C(CC(=O)NCC13CC4CC(CC(C4)C1)C3)C[C@@H]2C(=O)N1CCOCC1 (stereo not given in full)	i	1.0
O=C(CCC(=O)c1cccs1)OCC(=O)c1ccccc1	i	0.3
COc1ccc(C(=O)OCC(=O)c2c[nH]c3ccccc23)c(OC)c1	i	0.3
Cc1ccccc1-c1nc2ccccc2c(=O)o1	i	0.7
Cc1onc(-c2ccccc2)c1C(=O)NCC(=O)Nc1cc(Cl)ccc1Cl	i	0.3
CCOC(=O)N1CCN(C(=O)COC(=O)c2ccc(N(C)C)cc2)CC1	i	0.3
Nc1ccc2cc3ccccc3cc2c1	+	32*
COc1ccc2c(c1)OC(=O)CC2c1cc(OC)c(OC)c(OC)c1 (stereo not given)	i	2.5
S=C1SCN(Cc2cccs2)CN1Cc1cccs1	i	1.4
O=C1COc2ccccc2C(c2nc3ccccc3[nH]2)N1C1CC1 (stereo not given)	i	0.5
COc1cccc(OC)c1C(=O)N[C@@H]1C(=O)N2[C@@H]1SC(C)(C)[C@@H]2C(=O)O	i	0.9
COc1ccc(NC(=O)c2ccc(-c3c(C)noc3C)c3ccoc23)cc1	i	0.6
Cc1noc(C)c1S(=O)(=O)Nc1ccc2c(c1)C(=O)N([C@H](C)CO)C[C@H](C)[C@@H](CN(C)C(=O)CCCN(C)C)OCCCC[C@@H](C)O2	i	2.0
CCOc1ccc(Oc2ccccc2NC(=O)CCc2nc3ccccc3c(=O)[nH]2)cc1	i	0.9
CN(C)CCCOc1ccc(-c2ccc3nncn3c2)cn1	i	1.3
COc1cccc(-c2oc3c(c2C#CCCO)C(O)CCC3)c1 (stereo not given)	i	1.0
COc1ccc([C@@H]2C[C@H]3[C@@H](CN2S(=O)(=O)c2ccccc2)C(=O)C[C@@H](c2cccc(Cl)c2)N3S(=O)(=O)c2ccc(C)cc2)cc1	i	1.7
O=C(Nc1cccc(C(F)(F)F)c1)C1Cc2c(-c3ccccc3)ccnc2O1 (stereo not given)	i	0.5
CN(C(=O)c1ccc(NC(=O)Cc2ccc(NC(=O)C3CCCN(C(=O)C4CCCC4)C3)cc2)cc1)C1CCCC1 (stereo not given)	i	0.2
C[C@H](CO)N1C[C@H](C)[C@@H](CN(C)S(=O)(=O)c2cn(C)cn2)Oc2ccc(NC(=O)C3CCCCC3)cc2C1=O	i	1.7
COc1ccc2[nH]c3c(c2c1)CCN1C(=O)C(CC(=O)NCCC2=CCCCC2)C[C@H](C(=O)N2CCOCC2)[C@@]31CCC1CCCC1 (stereo not given in full)	i	1.3
O=C(NNC(=O)C1CCC1)c1ccc(F)cc1	i	0.2
S=C(NN=C(c1ccccc1)c1ccccn1)N(Cc1ccccn1)Cc1ccccn1	?	·
Cc1noc(C)c1NC(=O)Nc1cccc2c1O[C@@H](CN(C)C(=O)Nc1ccc3c(c1)OCO3)[C@@H](C)CN([C@H](C)CO)C2=O	i	1.0
CCC(CC)C(=O)N(C)c1c(C)nc2c(OCCOc3ccccc3)cccn12	i	1.1
CC(Sc1ccc(S(=O)(=O)N2CCCCCC2)cn1)C(N)=O (stereo not given)	i	0.7
COC1C(O)C(O)C(O)C(O)C1O (stereo not given)	i	2.7
C[C@H](CO)N1C[C@H](C)[C@@H](CN(C)C(=O)Nc2ccc3c(c2)OCO3)Oc2c(cccc2N(C)C)C1=O	i	1.3
CCN(CC)C(=O)[C@H]1CC(CC(=O)NCc2ccco2)C(=O)N2CCc3c([nH]c4ccccc34)[C@]12C (stereo not given in full)	i	0.5
CCOC(=O)Cc1cc(=O)[nH]n(-c2ccccc2)c1=O	i	0.4
C=CC[C@H](CC(=O)N(CCO)Cc1ccccc1)C(=O)N[C@@H](COC(=O)[C@@H](CC=C)Cc1ccc(F)cc1)Cc1c[nH]c2ccccc12	i	1.0
O=C(OCC(=O)N1CCOCC1)c1cc(-c2ccccc2)nc2ccccc12	i	0.7
COC(=O)c1cccc(CC2(C)C(=O)Nc3ccc(OC(F)(F)F)cc32)c1 (stereo not given)	i	0.6
CC(=O)Nc1cc(-c2cccc(C(=O)NCCO)c2)cn2c(-c3ccc(F)c(Cl)c3)cnc12	i	1.1
Cc1cc2c(cc1C)C(=O)C(Br)=C(N)C2=O	i	0.8
NC(=O)C1CCN(C(=O)c2ccc3ncsc3c2)CC1	i	1.3
CCSCC(C)(C)n1[nH]c2ccccc2c1=O	i	1.3
CCOC(=O)C1=NOC2(C1)C(=O)Nc1ccc(OC)cc12 (stereo not given)	i	1.1
Cc1ccc(-c2nnc(-c3cccc4ccccc34)o2)cc1	i	0.3
Cc1cccc(C)c1-n1nnnc1C(c1ccnc2ccccc12)N1CCOCC1 (stereo not given)	i	1.5
CCN1C(=O)C(=CC=CN(C)c2ccccc2)SC1=S	+	1.5*

Additional records.
Molecule	Myeloid diff 2	Myeloid diff 2 GFP+ MAC1+ %
CN(C)c1ccc(-c2ccnc3c2CC(C)(C(=O)Nc2ccccc2)O3)cc1 (stereo not given)	i	1.4
CC(=O)Nc1cccc(C(=O)N2CCN(S(=O)(=O)c3ccc(C4CCCCC4)cc3)CC2)c1	i	0.4
CCCCCNC(=O)C(c1ccc(C(F)(F)F)cc1)n1c(=O)c(-c2ccco2)nc2ccccc21 (stereo not given)	i	4.3
O=C(CSc1n[nH]c(-c2cccs2)n1)N1CCOCC1	i	0.5
CCOC(=O)C1=NNC(=O)C1	i	0.6
COCCN(C(=O)COC(=O)CSc1cc(C)ccc1C)c1c(N)n(Cc2ccccc2)c(=O)[nH]c1=O	i	0.7
CCOC(=O)[C@]12CCCC=C1N(Cc1ccco1)C(=O)[C@H](CC(=O)NCc1cccs1)C2	i	1.4
CN(CC(=O)Nc1cccc(F)c1)C(=O)c1sccc1-c1ccccc1	i	0.3
Cc1noc(C)c1C(=O)N(C)C[C@@H]1OCc2ccccc2-c2c(n(C)c3ccccc23)C(=O)N([C@H](C)CO)C[C@H]1C	i	0.8
Cc1ccccc1NC(=O)COC(=O)c1ccc(C)c(S(=O)(=O)N2CCCCC2)c1	i	1.0
Cc1nc2ccc(C(=O)N3CCN(C(=O)c4ccco4)CC3)cn2c1N(C)C(=O)CCc1ccccc1	i	1.0
C[C@H](CO)N1C[C@H](C)[C@@H](CN(C)C(=O)Nc2ccccc2)Oc2ccc(NC(=O)CCN3CCOCC3)cc2C1=O	i	0.7
CCN(C(=O)COC(=O)c1cccnc1)c1cccc2ccccc12	i	0.8
OC(c1ccc(F)cc1)c1ncc(-c2cccc(C(F)(F)F)c2)[nH]1 (stereo not given)	i	0.5
Cc1ccc(Nc2nc(NCC3CC3)nc3ccsc23)c(C)c1	?	·
C=CCC[C@@H](Cc1ccc(F)cc1)C(=O)OC[C@@H](Cc1ccccc1)NC(=O)[C@@H](CC=C)CC(=O)N[C@@H](CO)Cc1ccccc1	i	2.2
CC(C)(C)NC(=O)C[C@H]1C[C@H](C(=O)N2CCCCC2)[C@@]2(CCc3ccccc3)c3[nH]c4ccc(Cl)cc4c3CCN2C1=O	i	0.6
CCN1C(=O)[C@H]2[C@@H](c3ccc(-c4ccccc4)c(OC)c3)N[C@@](CC(C)C)(C(=O)OC)[C@H]2C1=O	i	3.3
COC(=O)[C@H](Cc1ccc(O)cc1)NC(=O)Cn1cnc(C(=O)Nc2ccc(C)c(C)c2)n1	i	0.2
Cc1ccc(C(=O)NNC(=O)c2cccc(S(=O)(=O)N3CCOCC3)c2)cc1	i	0.9
CC1=C(C(=O)N2CCOCC2)CC(CC(=O)NC2CC2)C(=O)N1CCC1=CCCCC1 (stereo not given)	i	1.3
CC1(C(=O)Nc2ccc3nc[nH]c3c2)CCN1C(=O)C/C=C/c1ccccc1 (stereo not given)	i	0.8
COc1ccc(NC(=O)CCNC(=O)N2CC(=O)Nc3ccccc32)cc1OC	i	0.6

Screens from PubChem BioAssay.
